12-LOX inh – blocks human arachidonate 12S-lipoxygenase | P18054 | purified 12hLO, xylenol orange hydroperoxide absorbance | Potency, µM (doses to about 108 µM), for inactives: top-dose activity change, negative = inhibition, most hits filed as inhibitors | 1.1% of 580,000 active; active = well fitted inhibition curve with a large enough effect; inconclusive = small, poorly fitted or top-dose-only effect, or another doubt; inactive = no such curve, though single readings can be large or run the other way; note: potency is the fitted concentration of half-maximal effect
Target sequence (P18054 whole entry, looked up): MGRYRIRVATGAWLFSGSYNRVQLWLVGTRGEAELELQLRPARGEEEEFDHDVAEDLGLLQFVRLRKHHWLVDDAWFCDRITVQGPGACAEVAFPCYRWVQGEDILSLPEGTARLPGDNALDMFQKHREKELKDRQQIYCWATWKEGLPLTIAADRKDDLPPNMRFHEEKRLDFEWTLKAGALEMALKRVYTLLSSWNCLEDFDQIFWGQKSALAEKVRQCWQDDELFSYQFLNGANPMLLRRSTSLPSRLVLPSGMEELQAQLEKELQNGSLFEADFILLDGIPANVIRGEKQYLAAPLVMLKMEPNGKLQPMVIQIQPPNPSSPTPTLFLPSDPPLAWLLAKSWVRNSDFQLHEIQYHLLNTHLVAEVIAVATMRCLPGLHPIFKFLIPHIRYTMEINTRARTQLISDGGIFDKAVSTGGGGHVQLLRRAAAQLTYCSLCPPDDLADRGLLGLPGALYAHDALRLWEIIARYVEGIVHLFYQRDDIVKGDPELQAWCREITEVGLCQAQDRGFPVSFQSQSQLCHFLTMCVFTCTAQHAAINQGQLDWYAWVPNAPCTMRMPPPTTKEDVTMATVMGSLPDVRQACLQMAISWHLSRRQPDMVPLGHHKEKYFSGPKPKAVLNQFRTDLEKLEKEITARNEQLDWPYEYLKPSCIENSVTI
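Purified human 12hLO (150 nM final) in 25 mM Hepes, 0.01% Triton X-100, pH 7.0 was preincubated 15 min at room temperature with compound. Then 40 uM arachidonic acid was added, 30 min. Hydroperoxide was read by Fe-XO absorbance ratio 573/405 nm.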
LDHA block – blocks human lactate dehydrogenase A | P00338 | purified LDHA, NADH/diaphorase-resazurin fluorescence; stronger effect = lower value | activity change, % (values are at about 110 or 230 µM) | 0.15% of 480,000 active | AID 1347041; in the data active = activity change below about -30%; inconclusive = mostly about -25% to -30%;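 note: plate controls were DMSO wells for no effect and wells without enzyme for full effect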
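Human LDH5 (2 nM) was incubated with 0.06 mM NADH and 0.2 mM pyruvate for 5 min at room temperature in Tris pH 7.4. Remaining NADH was coupled through diaphorase/resazurin, and resorufin fluorescence was read at 0 and 20 min.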
* marks the source's active call; other numbers are inactive results; ? = inconclusive; [ ] = remark or other dose. Unless noted, % is set by controls: 0 for no effect and ±100 for the full control effect.

SMILES	12-LOX inh	LDHA block
O=c1[nH]c(-n2cccc2)c(-c2c(-c3ccc4ccccc4c3)[nH]c3[nH]c(=O)[nH]c(=O)c23)c(=O)[nH]1	?	2
CCOc1cc(C2CC(=O)Nc3cc(OC)cc(OC)c32)ccc1OC(C)C (stereo unspecified)	-45%	4
COc1ccccc1-c1c(C)oc2cc(OCC#N)ccc2c1=O	-24%	-11
COc1ccc(-c2c(-c3ccc(OCCN4CCC(C)CC4)cc3O)n[nH]c2C)cc1	-10%	7
Cc1ccc(-c2c(N)nc3ncccn23)cc1	-37%	-2
O=C(CCc1ncc(-c2c(F)cccc2F)o1)NCC1(N2CCOCC2)CCCCC1	-24%	-24
Cc1nc2cc(NC(=O)c3cccc(Cl)c3)ccc2o1	-11%	0
Cc1cccc(OC(C)C(=O)NN)c1 (stereo unspecified)	8%	0
O=C(CC(NC(=O)c1ccccc1)c1ccccc1)NCc1cccs1 (stereo unspecified)	-8%	0
Cc1cc(C)c(S(=O)(=O)Nc2ccc(Cl)c(N3CCCS3(=O)=O)c2)c(C)c1	89%[activator]	?
CCOc1ccc(C(=O)c2oc3ccccc3c2NC(=O)c2nc(S(C)(=O)=O)ncc2Cl)cc1	18%	-1
O=C(N/N=C/C1CC2CCC1C2)c1ccccc1[N+](=O)[O-] (stereo unspecified)	12%	11
CC(C)(C)C(=O)NCCCC(=O)NCC(C)(C)c1ccccc1	-34%	0
CCc1ccc(C(=O)NC(C)C2CC3CCC2C3)s1 (stereo unspecified)	25%	9
CCC1(CC)NC(=O)N(Cc2coc(-c3ccc(Cl)cc3)n2)C1=O	?	-12
COc1cc(OC)cc(C(=O)Nc2ccc(NS(=O)(=O)c3ccc4c(c3)OCCCO4)cc2)c1	-42%	7
Cc1sc(NC2CCCCC2)nc1-c1ccc(NS(C)(=O)=O)cc1	?	0
Oc1ccc(Cl)cc1C=NCc1ccc(F)cc1	?	0
CCN1CCN(CCOc2ccc3c(=O)c(-c4ccccc4)c(C)oc3c2)CC1	-10%	1
COc1cccc(NC(=O)C(=O)c2c(C)n(C)c3ccccc23)c1	-22%	-1
Cc1cccc(C(=O)NC(C)c2cccs2)c1I (stereo unspecified)	24%	6
O=C(/C=C/c1ccc(SC(F)(F)F)cc1)c1ccc(O)c(CCCl)c1	?	11
CCc1cccc2c(C3=CCN(C(=O)C(C)(C)C)CC3)c[nH]c12	-7%	14
CN(C(=O)c1cc2cccc([N+](=O)[O-])c2[nH]1)C1CCCCC1	14%	4
Cc1ccc2oc(C(=O)Nc3ccc(S(N)(=O)=O)cc3)cc(=O)c2c1	?	-3
O=C(Nc1ccc(-c2nc3ccccc3o2)cc1)c1ccc([N+](=O)[O-])o1	11%	5
O=C(NC1CCCc2ccccc21)c1cc(-c2cccnc2)nc2ccc(Cl)cc12 (stereo unspecified)	?	3
COc1cccc(/C=C(/CC(=O)O)c2nc3ccccc3o2)c1	2%	3
Cc1ccc(C(=O)CC2(O)C(=O)N(CN3CCOCC3)c3ccccc32)s1 (stereo unspecified)	33%[activator]	4
O=Cc1cccn1-c1cccc(Br)c1	10%	1
CCn1c(SCC(=O)NC2CCCc3ccccc32)nnc1C1CC1 (stereo unspecified)	7%	-4
COc1ccc(Oc2c(C)oc3cc(OS(C)(=O)=O)ccc3c2=O)cc1	-21%	-3
CCC(C)OC(=O)COc1ccc2c(=O)c(-c3ccccc3Cl)coc2c1 (stereo unspecified)	37%	-7
Cc1nc(NC(=O)c2ccccc2)sc1-c1csc(Nc2ccc(C(F)(F)F)cc2)n1	?	-4
O=C(Nc1cc(F)cc(F)c1)c1n[nH]c(=O)c2ccccc12	?	-3
CC(C)N(CC(N)=O)Cc1cccc2cccnc12	-2%	0
COC(=O)c1c(NC(=O)CN2CCNC(=O)C2)sc2c1CCCCC2	9%	1
Cc1ccc(S(=O)(=O)N2CCCC2c2ccccc2)cc1 (stereo unspecified)	9%	-10
CCNC(=O)c1ccc(CN(c2ccccc2)S(C)(=O)=O)cc1	40%[activator]	3
CCN(C)C1CN(Cc2cn(Cc3cccc(C(F)(F)F)c3)nn2)S(=O)(=O)C1 (stereo unspecified)	0%	-12
CC1CCCN(C(=O)CSc2nc3ccccc3c(=O)[nH]2)C1 (stereo unspecified)	0%	4
C=CCn1cc(/C=C2/NC(=O)N(CC)C2=O)c2ccccc21	6%	11
CC(CC(=O)Nc1ccc(F)cc1Cl)n1cccn1 (stereo unspecified)	-1%	-2
NCCSc1ncc(C(F)(F)F)cc1Cl	42%[activator]	1
CCS(=O)(=O)N1Cc2cc(C(=O)NCC3CC3)nc(-c3cccc(-c4cccnc4)c3)c2[C@@H]1CCO	18%	3
O=C(NCCCO)c1nc(Cc2c[nH]c3ccccc23)no1	-6%	-6
CCCCn1nnnc1C(c1ccccc1)N1CCN(c2ccc(C(F)(F)F)cn2)CC1 (stereo unspecified)	0%	-5
CC(C(=O)N1CCNC1=O)N(C)Cc1ccccc1Cl (stereo unspecified)	-7%	-9
CCOC(=O)COc1ccc2c(=O)c(Oc3ccccc3Br)coc2c1	14%	-2
CCOC(=O)c1ccc(NC(=O)CSc2nnc(-c3cccc(Cl)c3)n2Cc2ccco2)cc1	?	0
Next part
SMILES	12-LOX inh	LDHA block
O=C(Nc1ccc2oc(=O)ccc2c1)c1ccccc1Cl	8%	-3
CNC(=O)CNC(=O)Cc1n[nH]c(=O)c2ccccc12	-40%	-9
COc1ccc(-c2noc(NCCc3ccc(Cl)cc3)n2)cc1	?	11
O=S(=O)(c1ccc2c(c1)OCCO2)c1nc(-c2ccco2)oc1NC1CC1	?	-25
N=C1C(c2nc3ccccc3c(=O)[nH]2)=C(O)CN1c1cccc(Cl)c1Cl	-6%	-2
Cc1cnc(C(=O)Oc2ccc(C#N)cc2)cn1	?	-4
CC(C)NC(=O)NC(=O)C(C)Sc1nc2ccccc2[nH]1 (stereo unspecified)	13%	2
O=C(/C=C/c1ccccc1)c1cc2ccccc2o1	0%	5
COC(=O)c1ccoc1COC(=O)c1ccc(C#N)cc1	?	-2
COC(=O)COc1ccc2c(=O)c(Oc3ccccc3OC)c(C)oc2c1	17%	3
CCOc1ccccc1NC(=O)N(CC)Cc1cc(=O)[nH]c2c(C)cc(C)cc12	-9%	?
C=CCOc1ccc(C(N)=O)cc1	-3%	1
CCOCCCNS(=O)(=O)c1ccc(NC(=O)c2ccc3c(c2)OCO3)cc1	-11%	-1
CCNc1c(NC(=O)c2cc(Br)ccc2OC)c(=O)oc2ccccc12	?	-5
OC(c1ccccc1)(c1ccccc1)C1CCN(Cc2cccc(OCc3ccccc3)c2)CC1	-91%	4
CNC(=O)c1ccc(CNC(=O)c2nccnc2N)cc1	24%	-1
CNc1sc2c(c1C#N)CCCC2	?	11
O=C(Cc1c[nH]c2ccccc12)Nc1nc2ccc(F)cc2s1	?	-19
CC(C)CNc1nc(-c2ccc(S(=O)(=O)N3CCCC3)cc2)cs1	?	10
CC(CC(C)C(=O)c1ccccc1)C(=O)c1ccccc1 (stereo unspecified)	19%	6

Compound profiles, as listed above. Order of screens: 12-LOX inh | LDHA block
Shown for CCCCn1nnnc1C(c1ccccc1)N1CCN(c2ccc(C(F)(F)F)cn2)CC1 (stereo unspecified) = 0% | -5
Shown for C=CCOc1ccc(C(N)=O)cc1 = -3% | 1
Shown for CC(C)N(CC(N)=O)Cc1cccc2cccnc12 = -2% | 0
Shown for CCc1ccc(C(=O)NC(C)C2CC3CCC2C3)s1 (stereo unspecified) = 25% | 9
Shown for O=C(NCCCO)c1nc(Cc2c[nH]c3ccccc23)no1 = -6% | -6

The results go on.
SMILES	12-LOX inh	LDHA block
COc1ccc(Cn2cc(CN3CC(N4CCN(CCO)CC4)CS3(=O)=O)nn2)cc1 (stereo unspecified)	?	-3
CCOc1ccc(NC(=O)c2n[nH]c3ccccc23)cc1S(=O)(=O)N1CCCC1	?	-16
Cc1ccc(/C=C(/C#N)c2nc(-c3ccncc3)cs2)cc1	?	-1
O=C(Nc1ccc(F)cc1)C(c1ccccc1OC(F)(F)F)N1CCN(C(=O)c2ccco2)CC1 (stereo unspecified)	-6%	0
Cc1cc(C)c(C(=O)COC(=O)c2cccs2)c(C)c1	-14%	2
Cc1c(Cl)cccc1NC(=O)Cn1nc(C(=O)O)c2ccccc2c1=O	-5%	-20
CC(=O)/C=C(\N)C(Cl)(Cl)Cl	-27%	4
COc1ccc2oc(-c3ccccc3C)cc(=O)c2c1	?	-13
CC(C)C(NC(=O)Nc1ccc(F)cc1)C(=O)N(C)C (stereo unspecified)	49%[activator]	7
Nc1nccnc1C(=O)NCc1cccnc1	2%	0
COc1ccc(C(C)=O)c(OCc2cc(Br)ccc2OC)c1	-15%	1
OC(COc1ccccc1F)CN(Cc1ccccc1)CC(O)COc1ccccc1F (stereo unspecified)	-42%	9
C=CCNC(=O)NC(=O)CN(C)Cc1cc(C)on1	17%	-4
O=C(c1cccs1)N(Cc1cccc(Br)c1)C1CC1	-2%	0
CCc1ccc2c(c1)-c1ccccc1S(=O)(=O)N2CC(=O)NCc1cccnc1	-12%	0
CC(CCc1ccccc1)NC(=O)CSc1nc2cc(S(=O)(=O)N3CCOCC3)ccc2o1 (stereo unspecified)	?	-10
COc1ccc(OC)c(/C=C(\C#N)C(=O)Nc2cccc(C(F)(F)F)c2)c1	-38%	-9
Cc1ccccc1C(=O)Nc1sc2c(c1C(=O)N1CCN(Cc3ccccc3)CC1)CCC2	-43%	5
CC(C)C(=O)N1N=C(c2ccccc2NS(C)(=O)=O)CC1c1ccco1 (stereo unspecified)	-14%	-8
COc1cccc(CNC(=O)COc2cc(O)c3c(=O)cc(-c4ccccc4)oc3c2)c1	28%	-5
COC(=O)C1CCN(C(=O)c2nn(C(C)C)c(=O)c3ccccc23)CC1	-29%	4
O=C(NCCc1ccncc1)c1ccc(Cl)cc1Cl	8%	4
COc1cc(NC(=O)Cn2nc(-c3ccccc3)c3c(c2=O)CCCC3)cc(OC)c1	?	6
COc1cccc(C(=O)COC(=O)c2cc3c(s2)-c2ccccc2OC3)c1	?	-2
CC(C)(C)c1nc(Cn2c(=O)c(C#N)cn(C3CC3)c2=O)no1	30%[activator]	-1
CC(C)(C)n1nnnc1C(c1ccccc1)N1CCN(c2ccc(C(F)(F)F)cn2)CC1 (stereo unspecified)	0%	-12
O=C(COC(=O)c1c[nH]c2ccccc12)Nc1ccc(CN2CCOCC2)cc1	-1%	-11
CC(=O)Nc1ccc(OC(C)C)cc1	9%	4
O=C(CC1CCCC1)Nc1nc(-c2ccc3c(c2)CCO3)cs1	2%	-4
Oc1ccc(N=Cc2ccc3ccccc3c2)cc1	?	116

Some of these compounds in order of their number in LDHA block, rising.
SMILES	12-LOX inh	LDHA block
O=C(CC1CCCC1)Nc1nc(-c2ccc3c(c2)CCO3)cs1	2%	-4
COC(=O)C1CCN(C(=O)c2nn(C(C)C)c(=O)c3ccccc23)CC1	-29%	4
Oc1ccc(N=Cc2ccc3ccccc3c2)cc1	?	116

Continuation:
SMILES	12-LOX inh	LDHA block
Cc1nn(C)c(C(=O)Nc2sc3c(c2C#N)CCC3)c1Br	-83%	5
Cc1ccc(C(=O)NCCN2CCC(n3c(=O)[nH]c4ccccc43)CC2)cc1	?	0
CSc1cccc(NC(=O)C(C)Br)c1 (stereo unspecified)	?	-11
CC(=O)N1CCN(Cc2nc(-c3cccs3)oc2C)CC1	12%	13
CN(C)S(=O)(=O)c1ccc(=O)n(CC(=O)c2c[nH]c3ccccc23)c1	8%	9
O=C(CCC1NC(=O)N(CCc2c[nH]c3ccc(F)cc23)C1=O)NC1CC1 (stereo unspecified)	-21%	-1
CCOc1c(Br)cc(/C=C/C(=O)c2ccccc2)cc1OC	-3%	3
N#CCCN(CCC#N)c1ccncc1	-19%	-12
CCc1ccc2oc(C(=O)N(Cc3ccc(C(C)(C)C)cc3)C3CCS(=O)(=O)C3)cc(=O)c2c1 (stereo unspecified)	-4%	-5
CC(C)C[C@H]1COc2cccc(N(C)CCO)c2S(=O)(=O)N1	3%	-1
O=S(=O)(Nc1nc2ccccc2nc1NCc1ccccc1Cl)c1cccc2nsnc12	30%[activator]	-5
CS(=O)(=O)N(Cc1csc(-c2cccs2)n1)C1CCN(C(=O)c2ccccc2F)CC1	?	9
COc1cccc(CNC(=O)c2cc3cc(C)ccc3[nH]2)c1	1%	2
CCOC(=O)c1cnn(-c2cc(C)nc3c(-c4ccc(F)cc4)cnn23)c1N	?	1
Cn1nc(C(=O)Nc2nc3c(s2)CN(Cc2ccccc2)CC3)c2ccccc2c1=O	?	-3
N#Cc1nc(-c2ccc([N+](=O)[O-])cc2)oc1N1CCN(CCO)CC1	-27%	0
Cc1cc(CNC(=O)c2ccc(CN3CCCCC3)cc2)ccc1F	-9%	6
Cc1cc2oc(=O)cc(CN3CCN(CCc4ccncc4)CC3)c2cc1C	?	17
CCn1c(SCC(=O)c2ccc(Cl)s2)nnc1-c1ccccc1	-7%	?
O=C(O)c1cc(-c2ccccn2)nc2c(Cl)cccc12	?	3

Part of the list above in order of length of the SMILES, high to low.
SMILES	12-LOX inh	LDHA block
CCOC(=O)c1cnn(-c2cc(C)nc3c(-c4ccc(F)cc4)cnn23)c1N	?	1
Cc1cc(CNC(=O)c2ccc(CN3CCCCC3)cc2)ccc1F	-9%	6
O=C(O)c1cc(-c2ccccn2)nc2c(Cl)cccc12	?	3

Some of the compounds tested; count on the stated rates, not on these rows.
